Screens from PubChem BioAssay.
PhoP GFP inhibition – PhoP regulon inhibitors, Salmonella typhi PhoP promoter GFP reporter, confirmatory (AID 1850). Salmonella Typhi PhoP-promoter GFP reporter, fluorescence, 4 h; higher % means a stronger effect. 310,000 compounds, 0.33% hits. inhibition, % at 50 µM; hits with a dose series show IC50 in µM; in the data active = a potency from the dose series; inconclusive = inhibition mostly from about 25% at the one dose, without a potency; inactive = the rest, 99 in 100 with inhibition below about 19%;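 note: 0% = induced wells with vehicle and 100% = uninduced wells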
tuberculosis growth – growth inhibition of non-replicating M. tuberculosis (AID 488890). Mycobacterium tuberculosis non-replicating, growth inhibition; higher % means a stronger effect. inhibition, % at 25 µM, or IC50 in µM where a hit was titrated. 320,000 compounds, 0.39% hits; in the data active = a potency from the dose series; inconclusive = inhibition mostly from about 82% at the one dose, without a potency; inactive = the rest, 99 in 100 with inhibition below about 76%;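 note: plate controls were DMSO cells for no effect and high antibiotic wells for full effect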
M. tuberculosis HTS – M. tuberculosis growth inhibition, HTS (AID 449762) | M. tuberculosis H37Rv growth inhibition, 7H9 media; higher % means a stronger effect | inhibition, % at 25 µM; hits with a dose series show IC50 in µM | 330,000 compounds, 0.59% hits; in the data active = a potency from the dose series; inconclusive = inhibition above about 70% without an active follow-up result;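 note: bacterial growth assessed after seven days of incubation; strong numbers were not always called active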
inhibitors of VEEV – inhibitors of VEEV TC-83 cytopathic effect, confirmation, Vero cells (AID 588727); Vero cells, VEEV TC-83 cytopathic effect inhibition; higher % means a stronger effect; inhibition, % at 20 µM; hits with a dose series show IC50 in µM; 350,000 compounds, 0.13% hits; in the data active = a potency from the dose series; inconclusive = inhibition mostly from about 14% at the one dose, without a potency; inactive = the rest, 99 in 100 with inhibition below about 12%; note: strong numbers were not always called active
H1N1 NS1A inhibition – H1N1 influenza NS1A inhibitors, functional cell based assay (AID 504329). NS1A functional cell-based assay, percent inhibition; higher % means a stronger effect. inhibition, % at 12.5 µM; hits with a dose series show IC50 in µM. 340,000 compounds, 0.3% hits; in the data active = a potency from the dose series; inconclusive = inhibition above about 27% without an active follow-up result; note: strong numbers were not always called active
inhibitors of VEEV 10K pilot screen – recorded beside inhibitors of VEEV, whose call it bears; inhibition, %; measured here: 10K pilot screen inhibition
* = called active by the depositor; i = inactive; ? = inconclusive; / = not tested or not shown.

SMILES	PhoP GFP inhibition	tuberculosis growth	M. tuberculosis HTS	inhibitors of VEEV	H1N1 NS1A inhibition	others
CC1CCCC(C)N1C(=S)SCC(=O)O (configuration not stated)	-15%	-5%	-10%	i	1%
Cc1cccn2c(/C=N/OCc3cccc(F)c3)c(-c3ccc(Cl)cc3)nc12	17%	-5%	-3%	1.3%	6%
COc1cc(NC(=O)CN(C)S(=O)(=O)c2ccc(-c3ccc(=O)[nH]n3)s2)cc(OC)c1	6%	1%	-1%	4.2%	-2%
Cc1occc1-c1nnc(SCC(=O)NCCc2ccccc2)n1C(C)c1ccccc1 (configuration not stated)	4%	32%	5%	0.0%	-1%
Cc1ccc(C(=O)NNC(=O)OC(C)(C)C)c(Cl)c1	5%	-1%	-4%	0.9%	8%	inhibitors of VEEV 10K pilot screen=0.1
O=C(NCc1ccccc1)N(Cc1nc2ccccc2c(=O)[nH]1)C1CCCC1	3%	25%	7%	i	18%
CCOC(=O)c1cccnc1SCC(=O)NC(C)CC (configuration not stated)	-13%	16%	-2%	i	-34%
FC(F)(F)c1cccc(Cn2nnnc2-c2cccc(C(F)(F)F)c2)c1	-4%	24%	-4%	i	5%
CC(C)(C)c1nnc2sc(SCCN3C(=O)c4ccccc4C3=O)nn2c1=O	-5%	-12%	8%	i	7%	inhibitors of VEEV 10K pilot screen=5.1
COc1ccc(C)cc1NC(=O)CSc1cccc[n+]1[O-]	/	-3%	3%	1.9%	-1%
CC1(C)CC(=O)C=C(/C=C/c2ccccc2)C1	/	/	1%	0.6%	12%
CCOC(=O)C1=CN(Cc2cccc(-c3cccnc3)c2)S(=O)(=O)N(C)C1C (configuration not stated)	/	/	/	2.1%	-26%
Cc1ccc(S[C@@H](CCN2CC[C@H](NC(=O)OCc3ccccc3)CCC2=O)c2ccccc2)cc1	-4%	31%	3%	2.0%	-3%
COc1ccc(C(=O)N2CCCCCC2)cc1S(=O)(=O)N1CCOCC1	3%	-4%	3%	1.1%	-2%
CCN(CC)S(=O)(=O)c1ccc(N2CCCC2)c(NS(=O)(=O)c2ccc(OC)cc2)c1	-8%	32%	3%	4.8%	10%
O=C(CCC(=O)N(CC(=O)NC1CCCC1)C1CCCCC1)Nc1ccccn1	-7%	14%	3%	i	6%
CCOC(=O)C1=C(CSc2n[nH]c(N)n2)NC(=O)NC1C (configuration not stated)	7%	1%	-13%	2.1%	2%
C=CCn1c(Oc2ccc(C(=O)OC)cc2)nc2c1c(=O)n(C)c(=O)n2C	-11%	1%	-4%	1.4%	-3%
CN1CCN(C(=O)c2cc(Br)cn2C)CC1	-10%	-15%	-5%	i	-30%
CC(C)Oc1ccc(C(=O)Nc2cccc3cccnc23)cc1	3%	34%	?	5.8%	-12%

Among those listed so far, these contain a Cl atom:
SMILES	PhoP GFP inhibition	tuberculosis growth	M. tuberculosis HTS	inhibitors of VEEV	H1N1 NS1A inhibition	others
Cc1cccn2c(/C=N/OCc3cccc(F)c3)c(-c3ccc(Cl)cc3)nc12	17%	-5%	-3%	1.3%	6%
Cc1ccc(C(=O)NNC(=O)OC(C)(C)C)c(Cl)c1	5%	-1%	-4%	0.9%	8%	inhibitors of VEEV 10K pilot screen=0.1

(more compounds)
SMILES	PhoP GFP inhibition	tuberculosis growth	M. tuberculosis HTS	inhibitors of VEEV	H1N1 NS1A inhibition	others
CCN(CC)C(=O)[C@H]1C[C@H](CC(=O)NC(C)(C)C)C(=O)N2CCc3c([nH]c4ccc(Cl)cc34)[C@]12C	/	/	/	i	4%
O=C(C1=C[C@@H](c2ccc3c(c2)OCO3)C[C@@H](OCCCCO)O1)N1CCN(Cc2ccc3c(c2)OCO3)CC1	-1%	13%	-1%	7.3%	12%
O=[N+]([O-])c1ccc2c(c1)C(O)n1ncnc1S2 (configuration not stated)	-32%	9%	6%	1.8%	-11%
Cc1c(NC(=O)CN2C(=O)NC3(CCCCC3)C2=O)c(=O)n(-c2ccccc2)n1C	7%	13%	-3%	1.2%	3%
Cc1ccc(/C=N/n2c(C)n[nH]c2=S)o1	0%	-2%	-8%	i	7%
Cc1csc2ncc(C(=O)N3c4ccccc4CC3C)c(=O)n12 (configuration not stated)	2%	-6%	-1%	i	-11%
Nc1ccc(C(=O)N2N=C(c3ccc(F)cc3)CC2(O)C(F)(F)F)cc1 (configuration not stated)	1%	34%	6%	1.3%	2%
CC(C)CC1NC(=S)N(C2CCCCC2)C1=O (configuration not stated)	0%	2%	-3%	5.6%	1%
CC(C)CNS(=O)(=O)c1ccc(CCC(=O)NC2CCCC2)cc1	2%	11%	-2%	1.1%	-3%
CCOC(=O)CC[C@H](NC(=O)Cn1cc(C)c(=O)[nH]c1=O)C(=O)OCC	/	/	/	0.7%	15%
Cc1ccc(OCc2ccc(C(=O)Nc3nccs3)o2)cc1C	-9%	?	3%	1.1%	-3%
O=C(NNC(=O)c1cc(C(F)(F)F)cc(C(F)(F)F)c1)c1ccc(Cl)cc1	9%	-18%	-6%	1.9%	/
O=C1CC(c2ccccc2)Cc2nc(NCc3ccco3)ncc21 (configuration not stated)	6%	11%	-3%	2.4%	29%
O=C(NCC(c1cccnc1)N1CCOCC1)c1ccc2c(c1)OCO2 (configuration not stated)	-1%	-7%	0%	3.4%	10%
CCN(CC)S(=O)(=O)c1cc(NC(=O)CSc2nnc(N)s2)ccc1C	/	13%	-6%	0.8%	-5%
Cn1cc(CN2CCC(O)CC2)c(-c2ccc(Oc3ccccc3)cc2)n1	-6%	-21%	8%	1.3%	-1%
Cc1cc(C)n(C(=O)/C=C/c2cccs2)n1	-4%	-18%	-4%	4.0%	-18%
O=C1CC(c2ccco2)CC2=C1C1c3ccccc3C(=O)N1c1ccccc1N2 (configuration not stated)	-23%	3%	2%	7.1%	-1%
COc1cccc(CN(C(=O)c2ccccc2)C2CCS(=O)(=O)C2)c1 (configuration not stated)	-3%	-2%	-1%	0.1%	0%
CCN(C(=O)COC(=O)c1ccccc1O)c1cccc2ccccc12	/	36%	1%	1.3%	-1%
CC1CCCCN1C(=S)NCc1ccccc1 (configuration not stated)	-6%	-4%	0%	0.7%	-5%
CC1C=CCC2C(=O)N(c3cccc(C(=O)Nc4ccc(Br)cc4)c3)C(=O)C12 (configuration not stated)	9%	13%	12%	7.0%	10%

2 records picked at random from the list so far:
SMILES	PhoP GFP inhibition	tuberculosis growth	M. tuberculosis HTS	inhibitors of VEEV	H1N1 NS1A inhibition	others
CC(C)(C)c1nnc2sc(SCCN3C(=O)c4ccccc4C3=O)nn2c1=O	-5%	-12%	8%	i	7%	inhibitors of VEEV 10K pilot screen=5.1
Cc1ccc(S[C@@H](CCN2CC[C@H](NC(=O)OCc3ccccc3)CCC2=O)c2ccccc2)cc1	-4%	31%	3%	2.0%	-3%

7 entries already listed, ordered by SMILES length, descending.
SMILES	PhoP GFP inhibition	tuberculosis growth	M. tuberculosis HTS	inhibitors of VEEV	H1N1 NS1A inhibition	others
O=C(C1=C[C@@H](c2ccc3c(c2)OCO3)C[C@@H](OCCCCO)O1)N1CCN(Cc2ccc3c(c2)OCO3)CC1	-1%	13%	-1%	7.3%	12%
Cc1c(NC(=O)CN2C(=O)NC3(CCCCC3)C2=O)c(=O)n(-c2ccccc2)n1C	7%	13%	-3%	1.2%	3%
CCOC(=O)CC[C@H](NC(=O)Cn1cc(C)c(=O)[nH]c1=O)C(=O)OCC	/	/	/	0.7%	15%
CCN(CC)S(=O)(=O)c1cc(NC(=O)CSc2nnc(N)s2)ccc1C	/	13%	-6%	0.8%	-5%
COc1cccc(CN(C(=O)c2ccccc2)C2CCS(=O)(=O)C2)c1 (configuration not stated)	-3%	-2%	-1%	0.1%	0%
CC(C)CNS(=O)(=O)c1ccc(CCC(=O)NC2CCCC2)cc1	2%	11%	-2%	1.1%	-3%
Cc1ccc(OCc2ccc(C(=O)Nc3nccs3)o2)cc1C	-9%	?	3%	1.1%	-3%
